# CendR NRP1 mod – modulators of CendR peptide binding to human neuropilin-1 | inhibition, % at 25 µM | O14786 | AID 602438 | 0.85% of 360,000 active | FAM-RPARPAR peptide binding to NRP-1, fluorescence polarization;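 active means inhibition or corrected inhibition above about 18%, plus a signal ratio from 0.5 to 1.5, limit read from the data, passing the limit was not always enough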; further: strong numbers were not always called active
# MsrA inhibitor – inhibits bovine methionine sulfoxide reductase A; purified bovine MsrA, absorbance read-out; inhibition, % at 15.5 µM; 0.75% of 360,000 active; AID 651718; in the data active means inhibition above about 4.5%;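 further: 0% = vehicle wells with enzyme and 100% = reference inhibitor wells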
# MT1-MMP act inh – inhibitors of human MT1-MMP activation | P50281 | HT1080 RFP-PRO-GFP cells, GFP/RFP ratio fluorescence, overnight; percent of plate control window, DMSO zero | GFP/RFP ratio change, % at 20 µM | 0.061% of 360,000 active;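 active means GFP/RFP ratio change of at least 30% with cell ATP level not reduced by more than half and red fluorescence within 50% of control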; further: strong numbers were not always called active
#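 Material – HT1080 RFP-PRO-GFP cells · Control set – DMSO wells and RFP-L50D-GFP cells · Incubation – overnight cell settling, then overnight compound exposure, 37 °C, 5% CO2 · Compound dosing – single-point 20 µM compound, 1% DMSO · Read-out – GFP/RFP fluorescence ratio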
# E coli Lon inh – E. coli protease La inhibition; P0A9M0; purified E. coli Lon protease, fluorescence polarization; inhibition, % at 7.94 µM; 0.42% of 360,000 active; AID 602123; in the data active means inhibition above about 13%, passing the limit was not always enough;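 further: 0% = enzyme with probe and DMSO and 100% = no enzyme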
# MsrA act – activates bovine MsrA enzyme; 0.3% of 360,000 active; activation, % at 10.6 µM; purified bovine MsrA, absorbance read-out; in the data active means activation above about 7.5%;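 further: 0% = vehicle and 100% = reference activator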
# Rin1-Abl PPI inh – human Rin1-Abl interaction inhibition; P00519+Q13671; TR-FRET Rin1/Abl binding, biochemical; inhibition, % at 7.35 µM; 0.4% of 360,000 active; AID 588664; in the data active means inhibition above about 5%, passing the limit was not always enough
# FAS-TE inh – inhibitors of human fatty acid synthase thioesterase domain. recombinant FAS-TE, OMFH fluorogenic substrate, fluorescence endpoint. inhibition, % at 15 µM. P49327. 0.67% of 360,000 active. AID 602261;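 active means compounds whose normalised, plate-corrected inhibition of enzyme fluorescence in the single-dose primary screen is 50% or more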;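 further: 0% = DMSO with enzyme and 100% = substrate without enzyme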
# Neddylation inh – blocks human cullin neddylation; TR-FRET cullin neddylation, biochemical; calls only at 25 µM; AID 651699; 0.58% of 360,000 active; in the data active means inhibition above about 36%
# Target sequence (P61081 whole entry, looked up): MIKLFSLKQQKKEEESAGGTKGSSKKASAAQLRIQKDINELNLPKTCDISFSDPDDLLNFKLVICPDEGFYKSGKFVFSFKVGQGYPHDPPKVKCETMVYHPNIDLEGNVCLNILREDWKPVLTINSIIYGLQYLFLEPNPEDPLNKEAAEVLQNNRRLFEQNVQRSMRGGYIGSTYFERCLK
# Target sequence (Q13564 whole entry, looked up): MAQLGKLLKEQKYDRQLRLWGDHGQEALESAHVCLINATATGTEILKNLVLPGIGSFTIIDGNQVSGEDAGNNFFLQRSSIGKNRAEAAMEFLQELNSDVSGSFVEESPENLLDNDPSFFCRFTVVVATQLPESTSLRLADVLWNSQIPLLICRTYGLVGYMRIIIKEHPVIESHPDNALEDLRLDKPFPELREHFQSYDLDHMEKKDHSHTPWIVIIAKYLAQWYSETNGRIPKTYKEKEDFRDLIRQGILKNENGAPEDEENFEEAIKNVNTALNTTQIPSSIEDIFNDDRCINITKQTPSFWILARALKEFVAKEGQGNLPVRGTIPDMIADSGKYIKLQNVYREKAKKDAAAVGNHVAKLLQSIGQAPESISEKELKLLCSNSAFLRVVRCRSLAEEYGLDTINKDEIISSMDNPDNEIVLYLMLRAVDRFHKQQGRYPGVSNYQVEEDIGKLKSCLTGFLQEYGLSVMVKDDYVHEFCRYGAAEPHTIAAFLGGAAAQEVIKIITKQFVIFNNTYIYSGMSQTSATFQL
# SKN-1 block – C. elegans SKN-1 inhibition. C. elegans VP596 Pgst-4::GFP/RFP ratio, acrylamide-induced, 24 h. inhibition, % at 21.8 µM. 0.49% of 360,000 active;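 active means interference check ratio from 0.5 to 1.5 plus GFP to RFP signal ratio inhibition reaching or exceeding a fixed threshold, cut at about 30% in these data, passing the limit was not always enough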; further: some compounds called inactive have numbers as strong as hits
# Starred values were filed as active, the others as inactive; i = inactive; · = not tested or not shown; + = active, no number.
SMILES,CendR NRP1 mod,MsrA inhibitor,MT1-MMP act inh,E coli Lon inh,MsrA act,Rin1-Abl PPI inh,FAS-TE inh,Neddylation inh,SKN-1 block
CC1CC(C)(C)CC2(C1)NC(=O)N(CC(=O)Nc1nccs1)C2=O (configuration not stated),-5,0.4,0,7,-3,-1,-6,i,9
COc1cc(C(=O)N2CCc3ccccc32)cc(OC)c1OC,7,0.5,1,-1,-5,-4,-1,i,0
Clc1ccc(Cl)c(OCCN2CCOCC2)c1,2,2.5,4,-4,-7,0,-6,i,-5
O=C1CC[C@@H]2CC3(C[C@@H]4CCN1[C@H]24)Nc1cc([N+](=O)[O-])ccc1NC3=NC1CCCCC1 (some centres not stated),-22,1.3,-21,-6,-3,-8,-4,i,-6
Cc1ccc(NC(=O)C(C)N2CCCC2)cc1Cl (configuration not stated),5,1.7,-2,-5,-5,3,-12,i,4
C/C(=N\N=C1\NC(=O)C(CC(=O)Nc2ccc(C)c(Cl)c2)S1)C(C)C (configuration not stated),-6,1.7,3,-4,-3,0,21,i,3
COCCCNC(=O)CCN1N=C(c2ccccc2)CCC1=O,-1,0.0,-4,-4,-2,3,-4,i,-5
O=C1N[C@@H](Cc2c[nH]c3ccccc23)COC(=O)[C@@H](Cc2ccc(F)cc2)C/C=C\C[C@H]1CC(=O)N(CCO)Cc1ccccc1,15,-0.7,-1,3,-7,3,29,i,12
CC1CC(C)CN(C(=O)c2cccc(S(=O)(=O)NCc3ccccc3)c2)C1 (configuration not stated),-18,0.2,3,1,-2,-1,5,i,10
CC(=O)NCCc1nc2cc(NS(=O)(=O)c3ccccc3)ccc2n1C,-1,0.4,6,-1,-1,1,-6,i,8
O=C(/C=C/c1ccco1)Oc1cc(Br)cc(/C=N/NC(=O)c2ccccc2O)c1,-11,1.9,3,-2,-8,-2,12,i,2
CC(=O)NC(Cc1ccc(F)cc1)C(=O)NC1CCN(C(=O)NCc2ccccc2)CC1 (configuration not stated),17,-0.1,1,-1,-1,-2,-3,i,15
CS(=O)(=O)Cc1ccc(C(=O)NCC2(N3CCCCC3)CCCCC2)cc1,4,0.0,·,-2,-1,0,-5,i,23
Fc1ccc(Cn2nnnc2CN2CCN(C3CCCCC3)CC2)cc1,2,0.5,12,-1,-2,2,-6,i,3
O=C(CCNC(=O)c1ccco1)Nc1ccc(Cl)cc1F,-7,-0.8,2,-2,-3,0,-3,i,16
Cc1ccc(CN2CCNC(=O)C2CC(=O)N(C)C2CCCCC2)cc1 (configuration not stated),13,0.5,-6,-7,1,-2,-4,i,2
C=C/C(C)=C/CC1C(=C)CCC2C(C)(C(=O)O)CCCC12C (configuration not stated),-41,-0.7,1,-2,0,0,15,i,2
COc1ccc(O[C@@H]2O[C@H](COC(C)=O)[C@@H](OC(C)=O)[C@H](OC(C)=O)[C@H]2NC(C)=O)cc1,3,-0.6,-1,-6,0,2,-14,i,10
Cc1ccc(SCCNC(=S)Nc2cc(C)cc(C)c2)cc1,-5,-0.7,2,4,-7,-1,12,i,-11
Cc1ccc(C(=O)c2coc3ccc(O)c(CN4CCN(C)CC4)c23)cc1,4,0.6,-23,-2,2,6,3,i,15
NS(=O)(=O)c1ccc(NC(=S)Nc2ccc(C(=O)N3CCCCC3)cc2)cc1,12,1.2,-2,-6,-5,4,-8,i,1
COc1ccc(NC(=O)c2ccc(S(=O)(=O)N3CCCC3)cc2)cc1OC,-10,1.0,-4,0,0,-1,-4,i,20
CCc1cccc2c(C(=O)COC(=O)c3cnc(C)cn3)c[nH]c12,7,1.3,-2,-13,-4,0,-4,i,0
C[C@H](NC(=O)[C@H]1N2C(=O)c3ccccc3C2SC1(C)C)C(=O)NCC1CCCO1 (some centres not stated),0,1.2,1,5,-1,-1,-8,i,12
O=C1N(Cc2cccnc2)C[C@@H]2C[C@@H](c3cccc(C(F)(F)F)c3)N3CCC[C@@]123,10,0.5,0,-8,1,1,0,i,6
COC(=O)Nc1ccc(S(=O)(=O)N2CCN(C)CC2)cc1,-4,0.8,5,0,1,-4,-8,i,-4
CS(=O)(=O)c1ccc(-c2sc3ccccc3c2C(=O)N2CCN(c3ccc(F)cc3)CC2)cc1,-7,-0.4,9,10,-2,0,3,i,15
CCOc1ccc(NC(=O)Nc2ccc(Br)cn2)cc1,-2,-0.7,2,-4,-5,1,1,i,19
Cc1c(Cl)c([N+](=O)[O-])nn1CC(=O)N1CCCc2ccccc21,4,-1.4,-1,4,-4,-2,16,i,2
Nc1c(C(=O)NCc2ccco2)sc2nc(N3CCOCC3)c3c(c12)CCCC3,1,1.8,-6,-1,-4,-8,7,i,5
CCN(CC)S(=O)(=O)c1cccc(NC(=O)CSc2nc3ccccc3[nH]2)c1,5,1.9,-1,1,0,3,0,i,1
CCOc1ccc(CCNC(=O)CCCN2C(=O)c3ccccc3C2=O)cc1OCC,-7,-0.6,2,-8,5,-2,-6,i,-8
COc1ccc(-c2cc(C(=O)N3CCCCC3)c3ccccc3n2)cc1,1,0.8,0,3,-8,1,3,·,-9
Cc1ccc(S(=O)(=O)N/N=C\c2cn(CC(N)=O)c3ccccc23)cc1,14,0.9,2,-10,0,2,-4,i,-3
CN(C)/N=C/C=C1\CC/C(=C\c2ccc(F)c(F)c2)C1=O,-90,1.1,3,-4,-5,-2,-3,i,1
Cc1onc(-c2ccccc2Cl)c1C(=O)NCCCN1CCOCC1,13,0.5,2,-2,-2,1,-7,i,18
COc1ccc(NC(=O)Nc2ccc3c(c2)C(=O)N([C@H](C)CO)C[C@H](C)[C@@H](CN(C)C(=O)NC(C)C)O3)cc1,-8,0.7,-5,-7,-8,3,-7,i,25
Cn1ccs/c1=N\S(=O)(=O)c1ccc(C(C)(C)C)cc1,-4,-0.4,-1,-7,-2,3,-2,i,-9
O=C(c1cc(COc2c(F)cccc2F)on1)N1CCc2ccccc2C1,-6,0.2,-2,-16,-3,-1,16,i,10
O=[N+]([O-])c1ccc(NN=Cc2ccccc2O)nc1,0,1.4,12,-1,0,-3,21,i,14
CC1CCC(C(C)C)C(OC(=O)COC(=O)c2cccn2C)C1 (configuration not stated),-3,-0.2,-8,-5,-2,3,23,i,0
COc1ccc2nc(C)cc(SCC(=O)NNC(=O)COc3ccc(C)cc3)c2c1,-6,0.7,9,-5,-2,-67,-6,i,20
C=CCNC(=O)c1c[nH]c2ccc(S(=O)(=O)N(C)c3ccc(OCC)cc3)cc2c1=O,-2,-1.1,6,6,-8,2,4,i,5
CC1(C)Cc2c(sc(NC(=O)c3ccc(S(=O)(=O)N4CCCC4)cc3)c2C#N)C(C)(C)N1,15,2.0,3,-3,-4,1,-6,i,12
Clc1ccc(N/N=C/c2cccs2)nn1,1,4.0,2,0,-1,-5,-4,i,16
Cc1ccc(OCC(=O)O)c(-n2nc3ccccc3n2)c1,11,0.7,7,-4,-6,-5,-7,i,3
CCOC(=O)[C@@H]1[C@H]2COc3cc(OC)ccc3[C@@H]2N2C(=O)N(c3cccc(F)c3)C(=O)[C@@]12C,14,-0.5,-1,-8,-5,5,-2,i,-2
CCOC(=O)N1CCN(Cc2cccs2)CC1,2,0.2,5,-8,-1,3,-5,i,13
CCOc1ccc(N(CC(=O)NCc2ccccc2C)S(C)(=O)=O)cc1,8,-1.1,1,-19,-2,0,-4,i,-15
COc1ccccc1-n1c(SCC(=O)NC(C)(C)C)nnc1-c1ccco1,-6,1.2,11,3,-13,0,-8,i,-23
Cc1cc(NS(=O)(=O)c2cn(C)nc2C)no1,18,-1.7,-3,-4,-4,1,-7,i,9
CCC(=O)Oc1ccc(C(=O)Nc2cccc(NC(=O)c3ccco3)c2)cc1,-1,-1.0,-3,4,-2,3,-2,i,-10
Cc1cccc(OCC(=O)N/N=C/c2ccc(N(C)C)cc2)c1,2,3.9,-2,-7,-6,2,-1,+,-3
CCOC(=O)OCC(=O)C1(O)CCC2C3CCC4=CC(=O)CCC4(C)C3C(O)CC21C (configuration not stated),14,-0.9,-2,1,-2,5,-2,i,16
Cc1ccc(/C(N)=N/OC(=O)CCC2CCCCC2)cc1,2,-1.5,2,-9,-8,-2,12,i,11
Cc1ccc(C)c(SCC(=O)NCc2ccco2)c1,3,1.4,-8,2,-3,1,-2,i,-11
CCCNC(=O)C1(C)CCN(C(=O)c2ccccc2OC(F)(F)F)C1 (configuration not stated),0,-0.4,1,-1,-3,2,-9,i,0
CC(=O)c1ccc(N2CCC(C)CC2)c(F)c1,-5,-0.2,-5,5,-2,-1,2,i,16
CCC12CC3CC(C1)CC(C(=O)Nc1nn[nH]n1)(C3)C2,5,0.1,6,-2,-5,1,-2,i,-14
O=C(N/N=C/c1ccccc1)c1[nH]c2ccc(Br)cc2c1-c1ccccc1,-2,1.9,5,2,-1,-1,5,i,0

# Next section
SMILES,CendR NRP1 mod,MsrA inhibitor,MT1-MMP act inh,E coli Lon inh,MsrA act,Rin1-Abl PPI inh,FAS-TE inh,Neddylation inh,SKN-1 block
CC(=O)n1cc(N(C(=O)CCl)c2ccc([N+](=O)[O-])cc2)c2ccccc21,8,1.1,-5,1,-3,-3,32,i,22
Cc1cccc(C)c1NC(=O)C(c1ccccc1F)n1c(=O)c(-c2cc3ccccc3[nH]2)nc2ccccc21 (configuration not stated),12,0.4,-22,·,·,·,·,·,-1
Cc1ccc(N(CCC#N)C(=O)COC(=O)C2CCN(c3ccc(C(F)(F)F)cn3)CC2)cc1,8,1.2,-3,-1,-2,0,26,i,12
Cc1cccc(NC(=O)CSc2nc(=O)n(CCN3CCOCC3)c3c2CCCC3)c1C,2,-0.7,2,-1,-1,-1,-8,i,5
Cc1cc(C(=O)Nc2ccc(N3CCOCC3)cc2)c2ccccc2n1,-10,0.9,-1,-3,0,-2,-6,i,-6
CC(=O)c1ccc(N2CCN(S(=O)(=O)c3ccc4c(c3)CC(=O)N4)CC2)cc1,-18,1.6,2,-12,-1,3,4,i,0
COc1ccc(C(=O)Nc2ccnn2C2CCN(C(=O)C3CCOC3)CC2)cc1 (configuration not stated),14,-0.9,-1,5,-7,0,-8,i,-8
Cc1c(NC(=O)c2cccc(S(=O)(=O)N3CCOCC3)c2)c(=O)n(-c2ccccc2)n1C,-4,0.2,-1,7,-2,-2,-5,i,15
CC1CCc2c(sc3ncnc(SCC(=O)Nc4ccc(C(=O)O)cc4)c23)C1 (configuration not stated),-13,-1.3,3,4,-1,4,32,i,2
COc1ccc([C@H]2CC(=O)C=C(c3cccc4c3sc3ccccc34)C2)cc1OC,-10,4.2,3,4,-1,-3,24,i,18
CCOC(=O)c1sc(NC(=O)c2ccc(S(=O)(=O)N(CC)CC)cc2)nc1C,7,0.2,2,1,-7,1,-3,i,-1
O=[N+]([O-])c1ccc2oc(C3CCCCC3)nc2c1,7,0.8,-1,-5,0,-4,9,i,14
CCn1c(SCc2nc3ccccc3c(=O)[nH]2)nc2ccccc21,4,0.8,0,6,-9,3,1,i,-12

# 3 entries from above, sorted by heavy-atom count, smallest number first:
SMILES,CendR NRP1 mod,MsrA inhibitor,MT1-MMP act inh,E coli Lon inh,MsrA act,Rin1-Abl PPI inh,FAS-TE inh,Neddylation inh,SKN-1 block
CCn1c(SCc2nc3ccccc3c(=O)[nH]2)nc2ccccc21,4,0.8,0,6,-9,3,1,i,-12
Cc1cc(C(=O)Nc2ccc(N3CCOCC3)cc2)c2ccccc2n1,-10,0.9,-1,-3,0,-2,-6,i,-6
Cc1c(NC(=O)c2cccc(S(=O)(=O)N3CCOCC3)c2)c(=O)n(-c2ccccc2)n1C,-4,0.2,-1,7,-2,-2,-5,i,15

# Compounds from the list above that have bromine (3):
SMILES,CendR NRP1 mod,MsrA inhibitor,MT1-MMP act inh,E coli Lon inh,MsrA act,Rin1-Abl PPI inh,FAS-TE inh,Neddylation inh,SKN-1 block
O=C(/C=C/c1ccco1)Oc1cc(Br)cc(/C=N/NC(=O)c2ccccc2O)c1,-11,1.9,3,-2,-8,-2,12,i,2
CCOc1ccc(NC(=O)Nc2ccc(Br)cn2)cc1,-2,-0.7,2,-4,-5,1,1,i,19
O=C(N/N=C/c1ccccc1)c1[nH]c2ccc(Br)cc2c1-c1ccccc1,-2,1.9,5,2,-1,-1,5,i,0

# Source: PubChem BioAssay
